Screening results (PubChem BioAssay)
Giardia kill: kills Giardia lamblia | Giardia lamblia trophozoite viability | activity change, % at 7.66 µM, hits read low | 0.15% of 340,000 active; in the data active means activity change below about -80%; inconclusive means between about -30% and that limit;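 further: parasites exposed to compound for two days anaerobically before the ATP read; on the % scale 0 is the no-effect control and ±100 the full control effect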
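Trophozoites 100 cells/well + cpd; 48 hrs, 37 deg C, anaerobic. ATPLite 1-Step added, 15-30 min RT, luminescence read (ATP-based viability).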
RORgamma inh: ROR gamma (mouse) transcription inhibition. P51450. Drosophila S2 Gal4-RORgamma UAS-luciferase reporter, 20 h. Potency, µM (titrated, usually from 53.6 µM), without a hit: top-dose activity change, negative = inhibition, actives largely listed as inhibitors. 5.4% of 310,000 active. AID 2551; further: potency means the concentration at half of the fitted maximal effect; on the % scale 0 is the no-effect control and ±100 the full control effect; nearly all actives have a fitted effect of over 60% in size
Target sequence (P51450 whole entry, looked up, the tested form may be a part): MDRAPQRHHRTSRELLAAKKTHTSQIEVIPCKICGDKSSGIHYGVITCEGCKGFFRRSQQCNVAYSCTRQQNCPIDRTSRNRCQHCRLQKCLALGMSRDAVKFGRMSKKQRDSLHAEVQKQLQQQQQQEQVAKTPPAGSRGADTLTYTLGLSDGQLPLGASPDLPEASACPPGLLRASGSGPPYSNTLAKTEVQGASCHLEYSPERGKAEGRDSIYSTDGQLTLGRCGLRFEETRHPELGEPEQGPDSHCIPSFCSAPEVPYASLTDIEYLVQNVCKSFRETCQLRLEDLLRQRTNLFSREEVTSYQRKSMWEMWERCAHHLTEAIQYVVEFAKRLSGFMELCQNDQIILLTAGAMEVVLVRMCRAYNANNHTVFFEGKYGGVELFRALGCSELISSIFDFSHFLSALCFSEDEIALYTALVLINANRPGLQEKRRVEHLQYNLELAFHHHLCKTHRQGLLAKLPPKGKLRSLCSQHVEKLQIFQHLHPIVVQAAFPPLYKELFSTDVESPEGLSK
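Schneider cells (Drosophila), stable Gal4 DBD–ROR gamma + UAS-luc; 1 hr cmpd preincubation; Cu2+ induction 700 uM final; 20 hr ambient; luminescence.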
PKM2 act: PKM2 (human) enzyme activation; AID 1631; Potency, µM (doses to about 57.5 µM), inactives show at the top dose activation, most hits filed as activators; 0.34% of 260,000 active; purified PKM2, Kinase-Glo ATP luminescence, activation; response scale: 0% is enzyme alone, no compound; P14618; further: potency means the concentration at half of the fitted maximal effect; on the % scale 0 is the no-effect control and ±100 the full control effect; nearly all actives have a fitted effect of over 55% in size
Target sequence (P14618 whole entry, looked up): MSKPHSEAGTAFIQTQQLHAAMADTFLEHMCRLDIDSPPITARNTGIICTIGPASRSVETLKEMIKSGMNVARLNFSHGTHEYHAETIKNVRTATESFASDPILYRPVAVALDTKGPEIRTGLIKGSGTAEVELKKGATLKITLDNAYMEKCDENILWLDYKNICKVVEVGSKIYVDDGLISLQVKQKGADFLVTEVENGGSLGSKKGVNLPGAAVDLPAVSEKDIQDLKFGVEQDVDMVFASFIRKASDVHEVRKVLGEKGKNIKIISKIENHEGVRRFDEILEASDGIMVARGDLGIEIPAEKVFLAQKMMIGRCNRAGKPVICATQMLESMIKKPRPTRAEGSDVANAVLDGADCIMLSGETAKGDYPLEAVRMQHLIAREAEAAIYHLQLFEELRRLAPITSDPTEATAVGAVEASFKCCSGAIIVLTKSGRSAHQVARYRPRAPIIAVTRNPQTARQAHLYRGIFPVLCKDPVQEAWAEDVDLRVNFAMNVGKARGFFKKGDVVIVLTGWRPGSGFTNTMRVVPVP
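Purified hPK-M2 (>95% pure) converted ADP (0.1 mM final) to ATP with 0.5 mM PEP in 50 mM imidazole pH7.2, KCl, MgCl2, Tween 20, BSA; 1 h at room temperature. ATP detected by Kinase-Glo luminescence.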
Gal4-VP16 FLuc: Gal4-VP16 reporter inhibition counter-screen; Drosophila S2 Gal4-VP16 UAS-luciferase, luminescence, 20 h; Potency, µM (doses to about 53.6 µM), for inactives: top-dose activity, negative = inhibition, usual class: inhibitors; 3.5% of 310,000 active; AID 2546;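 further: Gal4-VP16 expression switched on by copper sulfate through the metallothionein promoter; potency means the concentration at half of the fitted maximal effect; on the % scale 0 is the no-effect control and ±100 the full control effect; nearly all actives have a fitted effect of over 50% in size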
Menin MLL FP TR: menin-MLL binding inhibition, Texas Red mutant peptide; Menin + Texas Red MLL mutant peptide, fluorescence polarization; Potency, µM (series often up to 61.6 µM), for the others: at the highest dose FP activity change, negative = inhibition, most hits filed as inhibitors; 0.23% of 270,000 active; active means well fitted inhibition curve with a large enough effect in the polarisation, with a control signal flat, not every such curve was filed as active; inconclusive means small, poorly fitted or top-dose-only effect, or effect the other way, or a change in a side signal; inactive means no such curve, though single readings can be large or run the other way; the % refers to the polarisation; further: potency means the concentration at half of the fitted maximal effect; % of control where 0% means no effect; many of its hits are not listed in these tables
* = called active by the depositor; ? = inconclusive; . = no result given. Unless noted, the call rests on the fitted dose curve; in most records, active means well fitted curve in the direction sought with a large enough effect; inconclusive means small, poorly fitted or top-dose-only effect, or another doubt; inactive means no such curve, though single readings can be large; an effect the other way counts as inactive or inconclusive.

SMILES | Giardia kill | RORgamma inh | PKM2 act | Gal4-VP16 FLuc | Menin MLL FP TR
CS(=O)(=O)CCNCc1nc(-c2ccc3ncnc(Nc4ccc(OCc5cccc(F)c5)c(Cl)c4)c3c2)cs1 | . | ? | -11.2% | ? | ?
CCCn1c(C)nc2c(NC3CCN(Cc4ccccc4)CC3)nc(C)nc21 | . | 4.6% | -0.4% | -2.2% | 8.9%
COC1CCC(C(=O)c2ccc3nc4c(cc3c2)CCCO4)CC1 (centres undefined) | . | 0.1% | -2.9% | -11.3% | -17.4%
CCCn1c(-c2ccc(F)cc2)nc2c(NCCCN3CCOCC3)nc(C)nc21 | . | -36.6% | 0.5% | -0.8% | ?
COC(=O)[C@@]1(Cc2ccccc2)[C@H]2c3cc(C(=O)N4CCCC4)n(Cc4cccc5ccccc45)c3C[C@H]2CN1C(=O)c1ccccc1 | . | 12.3% | -2.4% | -5.3% | 5.4%
CCCc1cc2c(n1Cc1ccc(OC)cc1)C(C)C1CN(C(=O)c3ccccc3)C(C)(C(=O)OC)C21 (centres undefined) | . | 10.6% | -3.2% | -5.2% | -7.1%
COC(=O)N1CC=CC1(C)C(=O)NCC1CC1 (centres undefined) | . | 6.9% | -2.3% | ? | -16.1%
CCCn1c(C)nc2c(NCC(C)(C)CN(C)C)nc(C)nc21 | . | -6.3% | 0.4% | -1.6% | -1.7%
Cc1nc(NCc2ccccc2)c2nc(-c3ccccc3)n(CCN3CCCC3)c2n1 | . | -22.8% | -7.5% | 6.1% | -5.8%
COC(=O)[C@@H]1C[C@H]1[C@@H](NC(=O)c1cnccn1)c1ccccc1 | . | -2.0% | -0.3% | 1.1% | 9.7%
CCC/C=C(\CCC)C(NC(=O)c1ccc(C(F)(F)F)cc1)c1ccc(C(F)(F)F)cc1 (centres undefined) | . | 1.0% | -3.2% | 7.5% | 4.9%
CCCn1c(-c2ccc(F)cc2)nc2c(NCCCN(CC)CC)nc(C)nc21 | . | -24.0% | -9.1% | 4.9% | 0.1%
COC(=O)[C@@]1(Cc2ccccc2)[C@H]2c3cc(C(=O)N4CCCC4)n(Cc4ccccn4)c3C[C@H]2CN1C(=O)c1ccccc1 | . | -17.5% | 3.9% | 16.8% | -29.0%
C[C@H](NC(=O)[C@@H]1C[C@H]1[C@@H](NC(=O)OCc1ccccc1)c1ccccc1)c1ccccc1 | . | -23.9% | 2.9% | -20.8% | 19.1%
O=C(O)c1ccc2cc(-c3ccc(O)c(C45CC6CC(CC(C6)C4)C5)c3)ccc2c1 | . | ? | -0.4% | ? | ?

One compound at a time, from the list above:
CCCn1c(C)nc2c(NCC(C)(C)CN(C)C)nc(C)nc21 is listed with Giardia kill = .; RORgamma inh = -6.3%; PKM2 act = 0.4%; Gal4-VP16 FLuc = -1.6%; Menin MLL FP TR = -1.7%
CCCn1c(-c2ccc(F)cc2)nc2c(NCCCN(CC)CC)nc(C)nc21 is listed with Giardia kill = .; RORgamma inh = -24.0%; PKM2 act = -9.1%; Gal4-VP16 FLuc = 4.9%; Menin MLL FP TR = 0.1%

New compounds follow
SMILES | Giardia kill | RORgamma inh | PKM2 act | Gal4-VP16 FLuc | Menin MLL FP TR
COC(=O)c1ccc(C(NC(=O)OCc2ccccc2)/C(F)=C/[C@@H](C)C(=O)NCc2nc3ccccc3s2)cc1 (some centres undefined) | . | -20.7% | -2.4% | -4.3% | 11.0%
COCCNC(=O)[C@@]1(Cc2ccccc2)C=C[C@@H](C)N1C(=O)OC | . | -3.7% | -4.7% | 3.9% | -1.1%
C[Si](C)(C)C#Cc1ccccc1NC(=S)Nc1ccccc1 | . | 14.1µM* | -5.5% | ? | ?
COC(=O)[C@@]1(Cc2ccc(OC)cc2)[C@H]2c3cc(C(=O)N4CCCC4)n(CCc4ccccn4)c3C[C@H]2CN1C(=O)c1ccccc1 | . | ? | 3.7% | 8.9% | -15.8%
COc1cccc(CCc2ccccc2OCC[C@@H]2C[C@@H](O)CN2C)c1 | . | 7.08µM* | -16.0% | 3.0% | -19.3%
COC(=O)N1[C@H](C)C=C[C@]1(Cc1ccccc1)C(=O)NCc1ccc(N(C)C)cc1 | . | 16.3% | -0.5% | 13.6% | -10.5%
c1ccc2c(c1)Cc1cc3cc4c(cc3nc1-2)OCO4 | . | 2.24µM* | -83.4% | 2.24µM* | ?
CCCCNc1nc(C)nc2c1nc(-c1ccccc1)n2CCN1CCCCC1 | . | 14.1µM* | -2.8% | -16.8% | -10.0%
COC(=O)[C@@]1(Cc2ccc(OC)cc2)[C@H]2c3cc(C(=O)N(C)C)n(Cc4cc(C)n(C)n4)c3C[C@H]2CN1C(=O)c1ccccc1 | . | 6.2% | 1.9% | 0.5% | -8.9%
CN1[C@H](Cc2ccccc2)C=C[C@]1(C)C(=O)NCC1CC1 | . | -7.8% | -4.8% | 7.5% | -2.2%
CCC1=C(OC(=O)N(CC)CC)N2C(=O)OC(=NCCOC)[C@]2(C)[C@H]2C1=CC[C@H]1C(=O)N(CC)C(=O)[C@H]12 | . | 1.3% | 0.1% | 1.5% | 9.4%
COP(=O)(OC)OC(c1ccc(Cl)cc1)P(=O)(OC)OC (centres undefined) | . | 6.0% | -2.2% | -1.7% | 18.4%
COC(=O)[C@@]1(Cc2ccc(F)cc2)[C@H]2c3cc(C(=O)N(C)C)n(CCCNc4ccc(C(F)(F)F)cc4Cl)c3C[C@H]2CN1C(=O)c1ccccc1 | . | 32.5% | 12.3% | -2.2% | -6.5%
O=C(NCCc1c[nH]c2ccccc12)[C@H]1C[C@@H]1[C@H](NP(=O)(c1ccccc1)c1ccccc1)c1ccccc1 | . | ? | -0.4% | -4.8% | 0.1%
COCCNC(=O)C1(CC(C)C)C=CCN1C(C)=O (centres undefined) | . | 31.3% | -1.7% | 26.6% | -10.7%
COC(=O)CNC(=O)[C@@]1(Cc2ccccc2)C=C[C@@H](C)N1C(=O)c1ccccc1 | . | 16.9% | -4.9% | ? | 3.4%
Cc1ccc2oc(=O)c3c4cc(O)c(O)c(C)c4oc3c2c1 | . | ? | 21.2% | -16.3% | ?
COC(=O)[C@@]1(Cc2ccc(OC)cc2)[C@H]2c3cc(C(=O)N4CCCC4)n(Cc4cc(F)cc5c4OCOC5)c3C[C@H]2CN1C(=O)c1ccccc1 | . | 25.4% | -0.6% | ? | ?
CC1=C(C(=O)OCc2ccccc2)C(C2CC2)NC(=O)N1CCCCCC(=O)O (centres undefined) | . | 16.8% | 0.9% | ? | -28.0%
CCc1cccc2nc3c(c([Si](CC)(CC)CC)c12)Cn1c-3cccc1=O | . | -22.1% | 3.1% | ? | -12.9%
COCCNC(=O)[C@H](C)[C@@H]1C[C@@]1(C)[C@@H](NC(=O)OCc1ccccc1)c1ccccc1 | . | 13.5% | -9.3% | 3.0% | 1.7%
COc1ccc(COC2OC[C@]3(C)[C@H]4C5=C(CN3C(=O)OC(C)(C)C)[C@H](C)C(CO)C(CO)C5CC[C@@H]24)cc1 (some centres undefined) | . | 3.7% | 0.1% | -10.9% | -3.2%
CCC/C=C(\CCC)C(NC(=O)C(C)(C)C)c1ccc(C(=O)OC)cc1 (centres undefined) | . | 17.0% | -0.3% | -9.0% | -24.1%
CCC[C@@H]1C[C@@]1(CCC)C(NC(=O)c1ccco1)c1ccc(Cl)cc1 (some centres undefined) | . | -0.7% | 0.8% | 3.7% | -11.6%
Cc1nc(NC2CCCCC2)c2nc(-c3ccccc3)n(CCN3CCCCC3)c2n1 | . | -4.0% | -2.0% | -9.5% | ?
COC(=O)[C@@H]1CCCN1C(=O)[C@H]1C[C@@H]1[C@H](NC(=O)OCc1ccccc1)c1ccccc1 | . | 2.8% | 3.3% | -1.8% | 8.0%
COC(=O)Cn1c(C(=O)N(C)C)cc2c1C[C@H]1CN(C(=O)c3ccccc3)[C@@](Cc3ccc(OC)cc3)(C(=O)OC)[C@@H]21 | . | 10.4% | 0.2% | -0.4% | -0.2%
Cc1c2ccccc2c(CSC(=N)N)c2ccccc12 | . | 11.2µM* | 3.2% | ? | 1.2%
O=C(Nc1ccncc1)c1cc([N+](=O)[O-])ccc1Cl | . | 8.91µM* | 0.2% | ? | 24.0%
COC(=O)C1CC1C(NC(=O)[C@@H]1CCCN1)c1ccccc1 (some centres undefined) | . | -15.1% | -2.5% | 0.1% | -13.3%
COC(=O)[C@@]1(Cc2ccc(OC)cc2)[C@H]2c3cc(C(=O)N(C)C)n(CCN4CNCC4=O)c3C[C@H]2CN1C(=O)c1ccccc1 | . | 12.7% | -3.9% | -21.3% | -4.9%
CNC(=O)[C@]1(C)C[C@H]1[C@H](NC(=O)[C@]1(C)C[C@H]1[C@H](NC(=O)[C@]1(C)C[C@H]1[C@H](NC(=O)[C@]1(C)C[C@H]1[C@H](NC(=O)OCc1ccccc1)c1ccccc1)c1ccccc1)c1ccccc1)c1ccccc1 | . | 2.3% | -2.5% | 0.1% | 12.3%
C[C@@H](C(=O)Nc1ccc2ccccc2c1)[C@@H]1C[C@@]1(C)[C@@H](NC(=O)c1ccncc1Cl)c1ccccc1 | . | 6.4% | 0.3% | -8.6% | -0.8%
COC(=O)[C@@H]1C[C@@]2(O)[C@@H](O)[C@@H](O)[C@@H](O)C[C@H]2N1CC1CC1 | . | -18.1% | -1.8% | -7.5% | ?
COC(=O)c1ccc(C(NC(=O)OCc2ccccc2)/C(=C/[C@@H](C)C(=O)Nc2ccccc2)c2cccnc2)cc1 (some centres undefined) | . | 8.8% | 0.2% | -4.2% | 11.1%
CCCC[C@@H]1C[C@H]1C(NC(=O)c1cccs1)c1ccccc1C(F)(F)F (some centres undefined) | . | -19.0% | -0.4% | 2.4% | 23.4%
COc1ccc2nc3c(c([Si](C)(C)C(C)(C)C)c2c1)Cn1c-3cccc1=O | . | 12.6µM* | 0.6% | 11.2µM* | 13.6%
COC(=O)C1(CC(C)C)C=C2C(=C(C)C(=O)C2C)CN1 (centres undefined) | . | 0.6% | -2.6% | -16.4% | -6.6%
COC(=O)c1ccc(C(NC(=O)OCc2ccccc2)/C(I)=C/[C@@H](C)C(=O)Nc2ccccc2)cc1 (some centres undefined) | . | ? | 5.3% | -5.5% | 10.0%
CCCC[C@@H]1C[C@H]1C(NC(=O)c1ccccc1)c1ccc(Cl)cc1 (some centres undefined) | . | -24.2% | -9.5% | -12.2% | 7.1%
COC(=O)CN=C1OC(=O)N2C(=O)C3=C4C(C[C@H]5C(=O)N(c6ccccc6)C(=O)[C@H]5[C@H]4[C@@]12Cc1ccccc1)[C@H]1C(=O)N(c2ccccc2)C(=O)[C@H]1[C@H]3C (some centres undefined) | . | 1.7% | -0.6% | -6.2% | 14.0%
C=C1CCN(C(Cc2ccccc2)C(=O)O)S(=O)(=O)c2ccccc21 (centres undefined) | 2.5 | -7.3% | . | -2.3% | 4.2%
C=C1CC2C(=O)N(Cc3cc(OC)ccc3OC)C(C(=O)OCC)C1N2C (centres undefined) | 21.2 | 14.6% | . | 5.1% | -27.7%
C=C1CCN(C(CC(C)C)C(=O)NCc2ccc(Cl)cc2)S(=O)(=O)c2ccccc21 (centres undefined) | -24.0 | -0.4% | . | 17.6% | 7.8%
C/C=C1\COC(C(=O)NC)(C(F)(F)F)C=C1C=C1CCCCC1 (centres undefined) | 5.7 | ? | . | ? | 1.1%
CC1CC=CC2C1C(=O)N(Cc1ccccc1)C2c1ccc2ccccc2c1 (centres undefined) | 2.3 | ? | . | 0.4% | -16.9%
CCN(CC)/[N+]([O-])=N/Oc1cc(O/N=[N+](\[O-])N(C)C)c([N+](=O)[O-])cc1[N+](=O)[O-] | -6.0 | ? | . | -3.6% | 2.2%
CC(=O)OCC(NC(=O)C1CCCN1C(=O)OC(C)(C)C)C1OC(n2ccc(=O)[nH]c2=O)C(OC(C)=O)C1OC(C)=O (centres undefined) | 16.4 | -10.7% | . | -3.6% | 5.9%

The list is partial, so the mix of outcomes need not match the whole.
